High-throughput results deposited in PubChem by several laboratories.
Mtb FBA inh: inhibits M. tuberculosis FBA enzyme | P9WQA3 | purified M. tuberculosis FBA, fluorescence read-out | inhibition, % at 1 µM | 360,000 compounds, 2.3% hits | AID 588726; in the data active = inhibition above about 27%;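 also: 0% = vehicle and 100% = reference inhibitor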
Target sequence (P9WQA3 whole entry, looked up): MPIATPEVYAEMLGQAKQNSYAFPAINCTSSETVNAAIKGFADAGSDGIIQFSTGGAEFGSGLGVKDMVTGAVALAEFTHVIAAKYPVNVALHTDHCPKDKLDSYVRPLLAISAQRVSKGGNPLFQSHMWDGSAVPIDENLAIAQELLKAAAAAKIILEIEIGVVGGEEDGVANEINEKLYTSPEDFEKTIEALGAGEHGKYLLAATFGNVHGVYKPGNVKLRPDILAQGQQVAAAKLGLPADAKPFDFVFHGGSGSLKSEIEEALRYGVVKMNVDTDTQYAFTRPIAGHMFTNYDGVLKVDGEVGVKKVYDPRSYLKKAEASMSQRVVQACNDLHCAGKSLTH
GDH-TPI counter: counter-screen for M. tuberculosis FBA inhibitors: GDH-TPI coupled enzymes; AID 588335; GDH-TPI coupled enzyme counterscreen, NADH absorbance; inhibition, % at 4.8 µM; 360,000 compounds, 1.2% hits;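 also: 0% = DMSO wells and 100% = wells lacking the enzyme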
FadD28 FP inh: inhibitors of Mycobacterium tuberculosis FadD28 bisubstrate binding. FadD28 bisubstrate probe binding, fluorescence polarization. inhibition, % at 12.5 µM. 360,000 compounds, 0.22% hits. AID 588549; in the data active = inhibition above about 8.5%, passing the limit was not always enough; inconclusive = no clear call, values can overlap the other calls
BoNT-A LC inh2: inhibitors of Botulinum neurotoxin A light chain protease; inhibition, % at 10 µM; multiplex microsphere protease substrate cleavage, flow cytometry; 360,000 compounds, 0.17% hits; in the data active = inhibition above about 30%; inconclusive = no clear call, values can overlap the other calls; also: plate controls were buffer without enzyme for full effect and enzyme alone for no effect
Mtb UGM inh: inhibitors of M. tuberculosis UDP-galactopyranose mutase; inhibition, % at 10 µM; purified UGM, fluorescence polarization probe displacement; 320,000 compounds, 0.06% hits; AID 504406; P9WIQ1; in the data active = inhibition above about 10%, passing the limit was not always enough; inconclusive = no clear call, values can overlap the other calls
Target sequence (P9WIQ1 whole entry, looked up): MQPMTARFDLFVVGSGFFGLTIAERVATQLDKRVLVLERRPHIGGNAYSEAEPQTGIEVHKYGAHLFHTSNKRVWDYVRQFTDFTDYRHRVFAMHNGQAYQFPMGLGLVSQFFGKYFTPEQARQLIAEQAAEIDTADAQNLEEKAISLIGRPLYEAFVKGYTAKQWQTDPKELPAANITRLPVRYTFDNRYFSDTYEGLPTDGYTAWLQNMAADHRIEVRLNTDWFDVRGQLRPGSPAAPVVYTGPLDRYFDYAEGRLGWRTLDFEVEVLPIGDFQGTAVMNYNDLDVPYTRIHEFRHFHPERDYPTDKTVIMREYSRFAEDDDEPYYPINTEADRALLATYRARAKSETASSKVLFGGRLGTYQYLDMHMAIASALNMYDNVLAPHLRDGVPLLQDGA
BioA inh: inhibitors of Mycobacterium tuberculosis BioA enzyme; purified M. tuberculosis BioA enzyme, plate reader; inhibition, % at 9.99 µM; 360,000 compounds, 0.096% hits; in the data active = inhibition above about 40%; inconclusive = no clear call, values can overlap the other calls
PrPC surface inh: reduces human prion protein on the cell surface; P04156; cell surface PrPC, TR-FRET read-out; inhibition, % at 13.8 µM; 370,000 compounds, 0.43% hits; AID 720596; in the data active = inhibition above about 24%; also: 0% = median of the test wells and 100% = reference compound wells
BoNT F protease: blocks Botulinum neurotoxin F light chain protease | Multiplex microsphere protease cleavage assay, flow cytometry | inhibition, % at 10 µM | 360,000 compounds, 0.22% hits; in the data active = inhibition above about 35%, passing the limit was not always enough; inconclusive = no clear call, values can overlap the other calls; also: plate controls were buffer without enzyme for full effect and enzyme alone for no effect
CCHFV vOTU inh: blocks the CCHF virus ovarian tumor domain protease. CCHFV vOTU protease, Pep-AMC fluorescence. inhibition, % at 11.5 µM. 370,000 compounds, 0.55% hits. AID 651958; also: 0% = vehicle wells with enzyme and 100% = no enzyme wells
Active calls of the source: *; ? = inconclusive; / = no result given. Rule as the data show it, unless noted: active = inhibition above about 30%; inactive = the rest.

SMILES	Mtb FBA inh	GDH-TPI counter	FadD28 FP inh	BoNT-A LC inh2	Mtb UGM inh	BioA inh	PrPC surface inh	BoNT F protease	CCHFV vOTU inh
COc1ccc(C(=O)C2CCCN(C(=O)c3cc(C)nc(C)n3)C2)cc1OC (stereo not drawn)	0	3	-1.8	-1.2	-2.4	0.9	9	-5	19
COCCNC(=O)c1ccc2c3n(nc2c1)-c1ccc(C)cc1CO3	49*	27	-1.4	0.0	3.4	-3.5	-22	4	-20
O=C(Cc1n[nH]c(=O)c2ccccc12)Nc1ccc(-c2nnc3n2CCCCC3)cc1	-3	6	-1.8	-1.1	2.5	-0.2	-3	-7	-3
COc1ccc2[nH]c(C)c(-c3csc(N)n3)c2c1	-2	-3	-3.1	-2.9	2.6	2.2	-8	-113	10
O=C1CCN(C(=O)CCCn2c(=O)oc3ccccc32)CC1	4	-10	-1.7	0.3	-2.8	-0.2	0	0	-12
Cc1csc(SCC(=O)Nc2cccc(S(=O)(=O)N3CCOCC3)c2)n1	1	-2	-0.9	-0.7	-1.5	/	2	2	2
CCCNC(=O)c1ccccc1NS(=O)(=O)c1ccc2c(c1)OCCO2	8	10	-4.9	1.1	-0.6	-0.1	6	11	-3
CCN(CC)S(=O)(=O)c1cccc(NC(=O)c2ccc(SC)cc2OC)c1	-1	-8	-5.4	0.8	0.0	2.6	8	-2	1
Cn1c(=O)c2c(nc(NCc3ccccc3)n2CC(=O)NCc2ccccc2)n(C)c1=O	-3	-5	-3.9	-0.4	-1.6	/	2	-4	6
Oc1ccccc1-c1nnc(COc2ccc(Cl)cc2Cl)o1	8	10	-1.4	-0.3	2.1	-2.6	8	-4	-6
Cc1c(N2C(=O)C(=O)/C(=C(/O)c3ccc(Br)cc3)C2c2cccnc2)c(=O)n(-c2ccccc2)n1C (stereo not drawn)	0	25	-0.4	-0.4	0.5	/	10	-2	9
COc1ccc(-c2[nH]ncc2C=O)cc1	3	4	-0.5	0.2	2.3	/	-3	-10	-13
COC(=O)C[C@H]1c2cc(C(F)(F)F)ccc2S(=O)(=O)N1Cc1ccc(OC)cc1	-2	-7	-3.5	0.6	2.7	-1.8	10	0	27
Cc1cc(Nc2ccccc2)n(-c2ccccc2)n1	1	-1	0.3	-0.5	-3.3	0.1	6	8	2
CCn1cc(Cl)c(C(=O)Nc2cccc(CN3CCOCC3)c2)n1	0	7	0.2	-1.3	-2.7	-2.7	-11	-9	0
O=C(NCCO)c1ccc(-c2nnc(Nc3ccc(O)cc3)c3ccccc23)cc1	1	26	-1.0	0.3	-1.6	/	-14	-8	9
CC(C)CN1CC(C)C(=O)N(c2ccccc2)C1=O (stereo not drawn)	0	-2	-2.2	-0.2	/	-0.6	0	-3	-6
CC1(C)CC(=O)C2=C(C1)N(c1ccccc1)C(N)=C(C#N)C2c1cccnc1 (stereo not drawn)	0	11	-1.5	-0.4	-0.7	/	2	-3	-1
COc1ccc(-c2nn(CCC#N)cc2C(=O)Nc2ccccc2)cc1OC	1	8	-0.9	-1.4	-1.8	0.7	-9	?	3
O=c1nc(N(c2ccccc2)c2ccccc2)[nH]c(=O)[nH]1	4	-2	-2.1	?	3.1	2.2	-1	-3	-2
CC(C)(C)OC(=O)NCCCCCNC(=O)c1[nH]cnc1C(=O)Nc1cc(Br)ccc1F	4	10	0.3	-0.7	/	-1.1	-3	-8	-7
C/C(=N\NC(N)=S)c1ccncc1	0	-5	-4.4	-4.4	0.3	-2.2	-4	-42	-10
Cc1cc(N(CCCl)CCCl)ccc1C=NNC(=O)Cc1cc(=O)oc2cc(O)ccc12	169*	59*	-1.3	-0.4	/	-2.0	-1	-6	-139
O=c1cnc2ccccc2n1Cc1ccc(Br)cc1	6	8	-1.5	3.8	-4.0	4.4	-19	18	2
CCOC(=S)SCC(=O)Nc1nc(-c2ccccc2)cs1	3	8	-2.1	0.6	0.6	-3.3	1	-7	4
CCOC(=O)N1CCN(c2c(NCCc3ccc(OC)c(OC)c3)c(=O)c2=O)CC1	-3	0	-2.9	-0.4	3.8	-1.1	6	-1	2
Cc1ccc(S(=O)(=O)/N=C2\SC(CC(=O)Nc3ccc(F)cc3)C(=O)N2c2ccccc2)cc1 (stereo not drawn)	-7	-6	-3.9	-0.2	-1.7	3.0	2	-1	5
CCOc1ccccc1CN1CCNC(=O)C1CC(=O)N(C)CCC1CCOCC1 (stereo not drawn)	5	10	-3.2	1.2	1.1	-0.7	8	-2	-9
CCOC(=O)c1cccc(NC(=O)CNC(=O)C2CCCCC2)c1	1	4	-1.4	-0.7	-0.2	-0.4	1	-2	-13
COC(=O)C(O)(c1ccc(NC(=S)NC(=O)c2ccc(Cl)cc2Cl)cc1)C(F)(F)F (stereo not drawn)	-3	0	-1.0	0.2	-2.7	/	0	-5	25
COC(=O)c1ccc(NC(=O)CC2C(=O)N(C)C(=S)N2Cc2ccc(S(N)(=O)=O)cc2)cc1 (stereo not drawn)	-4	-16	-15	-0.4	2.6	1.6	0	3	-4
CCN(C(=O)COC(=O)c1cc2c(s1)CCCCC2)C1CCS(=O)(=O)C1 (stereo not drawn)	2	4	-2.1	0.8	1.6	0.5	-6	4	6
O=C(C1CC(c2ccc(F)cc2)=NO1)N1CCCc2ccccc21 (stereo not drawn)	-1	-6	-5.6	0.2	-2.0	/	-5	-6	1
NC(=O)c1ccc(-c2nnn(CC(=O)Nc3cccc(S(=O)(=O)N4CCCC4)c3)n2)cc1	5	5	-0.4	1.6	-1.7	-2.9	5	9	-9
CCCn1nnc(NC(=O)c2ccc3c(c2)OCO3)n1	2	-9	-5.2	?	2.6	/	9	?	-6
Cc1nc(N)sc1C(=O)N/N=C/c1ccco1	-1	38*	0.8	-0.4	1.2	0.6	1	3	16
CC(=O)NCC(=O)OCC(=O)c1ccc(Br)cc1	-3	0	-4.8	0.9	-0.6	1.3	3	6	9
Cc1cccc(N(Cc2ccccc2)C(=O)CCl)c1	0	-8	-0.5	1.0	/	/	-8	-1	16
O=C(COC(=O)/C=C/c1cccs1)Nc1ccc(F)cc1	-2	18	0.4	-0.5	-0.5	-2.5	-4	6	19
CCC(=O)N(c1nnc(SCC(=O)c2ccc[nH]2)s1)C1CC1	-1	9	-4.0	0.2	-0.2	/	-12	-12	1
CCOC(=O)C(=O)NCc1ccc(/C=C2/N=C(C)C(C(=O)OCC)=C2O)o1	4	6	2.8	-0.3	1.3	/	1	-3	2
COc1ccc(OC)c(C(=O)COC(=O)c2cc(C)oc2C)c1	-2	14	-0.9	-1.8	-1.2	0.5	3	-18	7
CN(C)c1ccc(CNCCC2(O)CCOC(C)(C)C2)cc1 (stereo not drawn)	1	14	-1.0	-2.3	-0.3	-1.9	1	-24	12
O=C(NCCCc1ccccc1)c1cccc(NC(=O)c2ccccc2)c1	-4	3	-4.3	-0.5	/	-0.2	9	-4	13
O=C1C=C(c2ccc(F)cc2OCc2ccccc2)C[C@@H](c2ccc3c(c2)OCO3)C1	-1	4	-0.6	-1.5	-0.9	1.0	-1	-9	-8
CC1C/C(=N\Nc2ccc(S(N)(=O)=O)cc2[N+](=O)[O-])CC(C)(C)C1 (stereo not drawn)	-7	-7	-3.3	1.2	1.2	4.8	-21	-3	12
CCCNC(=O)C1(C)CCCN(Cc2ccccc2C#N)C1 (stereo not drawn)	-2	0	-1.9	-0.1	/	-0.4	10	-6	-5
O=c1[nH]cnc2c1ncn2C1OC(CO)CC1F (stereo not drawn)	1	/	-2.3	-0.2	/	/	-2	-4	-2
COc1ccc(NC(=O)CCNS(=O)(=O)c2ccc3[nH]c(=O)oc3c2)cc1Cl	4	6	0.3	-2.6	0.9	-6.0	-4	7	-16
O=C1CSc2ccc(S(=O)(=O)CCC(=O)NC3CCCCC3)cc2N1	-1	4	-2.6	-1.4	1.6	0.3	-2	-3	4
O=C(NC1CCOC1=O)c1ccccc1 (stereo not drawn)	14	6	-0.2	-0.4	/	-1.1	0	3	-19
C=CCSc1nc2sc3c(c2c(=O)[nH]1)CCC3	-1	3	-3.2	0.2	0.0	-0.4	-3	3	7
N=c1n(CCO)c2ccccc2n1Cc1ccc(Cl)cc1	4	2	-1.4	-0.5	0.3	0.7	-10	-1	6
CN(C(=O)COC(=O)CNC(=O)c1ccc(C(C)(C)C)cc1)c1c(N)n(Cc2ccccc2)c(=O)[nH]c1=O	-2	-4	-3.0	/	-0.4	0.2	-1	/	3
CC(=O)C[C@H]1c2cc(C(F)(F)F)ccc2S(=O)(=O)N1Cc1ccccc1	4	16	-1.4	0.1	-1.3	-0.3	3	6	15
COCCN1C(=O)COc2ccccc2C1C(=O)Nc1ccc2c(c1)OCCO2 (stereo not drawn)	/	/	/	0.4	/	/	-1	-5	-2
OC(c1ccccc1)(c1nc(-c2cc3ccccc3o2)cs1)C(F)(F)F (stereo not drawn)	2	-7	0.5	-0.1	/	-4.2	4	6	8
Cc1cccc(OCCCCCN2CCOCC2)c1	-4	-3	-2.6	1.2	3.5	-1.0	4	-24	9
CCc1noc(C)c1C(=O)N1CC(C)SC1=Nc1ccc(Cl)cc1 (stereo not drawn)	4	4	-1.1	1.0	3.7	4.5	5	5	2
CC(C)(C)OC(=O)NCCCC[C@H](NC(=O)c1nc[nH]c1C(=O)NCc1ccccc1)C(=O)OC(C)(C)C	-3	-3	-3.3	-0.3	0.8	-1.6	5	-3	25

Exported with bars between the fields: four of the compounds above.
molecule | Mtb FBA inh | GDH-TPI counter | FadD28 FP inh | BoNT-A LC inh2 | Mtb UGM inh | BioA inh | PrPC surface inh | BoNT F protease | CCHFV vOTU inh
CN(C(=O)COC(=O)CNC(=O)c1ccc(C(C)(C)C)cc1)c1c(N)n(Cc2ccccc2)c(=O)[nH]c1=O | -2 | -4 | -3.0 | / | -0.4 | 0.2 | -1 | / | 3
Cc1cccc(OCCCCCN2CCOCC2)c1 | -4 | -3 | -2.6 | 1.2 | 3.5 | -1.0 | 4 | -24 | 9
CCc1noc(C)c1C(=O)N1CC(C)SC1=Nc1ccc(Cl)cc1 (stereo not drawn) | 4 | 4 | -1.1 | 1.0 | 3.7 | 4.5 | 5 | 5 | 2
OC(c1ccccc1)(c1nc(-c2cc3ccccc3o2)cs1)C(F)(F)F (stereo not drawn) | 2 | -7 | 0.5 | -0.1 | / | -4.2 | 4 | 6 | 8

(further entries)
SMILES	Mtb FBA inh	GDH-TPI counter	FadD28 FP inh	BoNT-A LC inh2	Mtb UGM inh	BioA inh	PrPC surface inh	BoNT F protease	CCHFV vOTU inh
CCOC(=O)N1CCC(NC(=O)c2cc3c(-c4ccccc4F)nn(C)c3s2)CC1	8	4	-2.7	-0.2	-0.4	-6.1	-7	-10	2
N#Cc1nc(Cc2cccc3ccccc23)oc1NCC1CCCO1 (stereo not drawn)	2	9	-1.7	0.6	-3.1	-3.3	-1	-3	-8
CN(C(=O)COc1ccccc1C(=O)NCCOc1ccccc1)c1ccccc1	2	5	-1.3	-0.6	-1.1	/	80*	-7	-1
O=C(C#Cc1ccccc1)c1ccco1	0	23	-2.6	-0.4	-2.5	-1.9	5	-5	5
C[C@]12CCC3C(CC[C@H]4C[C@@H](O)CC[C@]34C)C1C[C@@H](O)C2=O (stereo partly drawn)	2	0	-3.1	-0.2	-1.3	6.2	1	1	-11
Cc1ccc(Cl)cc1N1CCN(C(=O)C2CCN(S(=O)(=O)c3c(C)nn(C)c3C)CC2)CC1	3	8	-4.7	-1.1	-0.1	-1.5	9	-2	8
Cc1ccc(NC(=O)CCC(=O)NNC(=O)Nc2cccc(Cl)c2)c(C)c1	-4	-1	-1.3	-0.5	0.4	-1.2	2	-2	7
Cc1cc(C)n2nc(C(=O)N3CCCC(Nc4ccc(C(C)C)cc4)C3)cc2n1 (stereo not drawn)	12	-6	-1.0	2.5	1.0	0.7	4	-3	1
COCc1c(C(=O)N2CCN(c3ccc(C(F)(F)F)cn3)CC2)oc2ccccc12	1	-2	-3.6	0.0	0.7	1.5	8	5	20
Cc1ccc(S(=O)(=O)NCCNC(=O)N2CCOCC2)cc1	0	-18	-2.1	-1.8	-1.1	-0.2	1	-1	1
COC(=O)c1cn(NC(=O)Cc2ccccc2OC)c(=O)c2ccccc12	3	5	-1.6	-0.4	-0.3	0.3	4	-9	7
